# KCNK9 inh: KCNK9 potassium channel inhibitors, primary screen, HEK293 cells, thallium flux | B-score at 10 µM | Potassium channel subfamily K member 9 (Homo sapiens), Q9NPC2 | 1.2% of 310,000 active | FluxOR thallium flux fluorescence; hits give low values;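 active = ratio B-score over 3 SD below the library mean, with starting fluorescence within 5 SD of its mean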;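 note: negative B-score means less thallium flux so channel inhibition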
# RGS4 pot: RGS4 potentiators or activators, primary screen, cell-based, HEK293 M3R inducible RGS4, calcium flux; B-score at 10 µM; carbachol calcium flux Fluo4; hits give low values; AID 463111, 2010; 0.92% of 310,000 active;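 active = B-score of the integrated calcium signal more than 4 SD below the library mean, with starting fluorescence not abnormally high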;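 note: negative B-score means reduced calcium response which marks RGS4 activation or potentiation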
#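 Also added: carbachol at ECmax as muscarinic agonist stimulus; Assay system: HEK293 cells with stable M3R and inducible RGS4; Timing: overnight RGS4 induction, 30 min dye load 37 °C, 20 min compound RT; Measured by: Fluo4-AM (2 µM) calcium-flux fluorescence, kinetic read.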
# RGS4 block: RGS4 inhibitors, primary screen, cell-based, HEK293 M3R inducible RGS4, calcium flux. Fluo-4 calcium flux; hits give high values; triggered by carbachol at its EC20. B-score at 10 µM. 0.45% of 310,000 active;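 active = B-score, a plate-corrected calcium signal, over three deviations above library mean, with baseline fluorescence within five deviations of library mean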;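 note: RGS4 expression induced by doxycycline in cells with stable M3 receptor; B-score is computed from the integrated fluorescence ratio over baseline after carbachol; higher B-score means a larger calcium signal and so more RGS4 inhibition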
# Target sequence (P49798 whole entry, looked up): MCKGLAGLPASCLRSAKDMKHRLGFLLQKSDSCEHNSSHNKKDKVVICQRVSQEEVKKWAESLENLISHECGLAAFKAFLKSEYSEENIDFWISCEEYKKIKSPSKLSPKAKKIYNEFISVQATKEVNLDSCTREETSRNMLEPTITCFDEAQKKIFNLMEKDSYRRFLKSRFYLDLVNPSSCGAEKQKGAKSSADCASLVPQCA
# MrgX1 ag: agonists of human MrgX1 receptor, primary screen, HEK293 cells, Fluo-4 calcium flux; B-score at 10 µM; Fluo-4 calcium fluorescence, agonist mode; hits give high values; AID 588627, 2011; Mas-related G-protein coupled receptor member X1 (Homo sapiens), Q96LB2; 0.44% of 310,000 active;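 active = calcium response B-score plate-corrected fluorescence ratio at least 3 library SD, with starting fluorescence B-score inside 5 SD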
# Target sequence (Q96LB2 whole entry, looked up): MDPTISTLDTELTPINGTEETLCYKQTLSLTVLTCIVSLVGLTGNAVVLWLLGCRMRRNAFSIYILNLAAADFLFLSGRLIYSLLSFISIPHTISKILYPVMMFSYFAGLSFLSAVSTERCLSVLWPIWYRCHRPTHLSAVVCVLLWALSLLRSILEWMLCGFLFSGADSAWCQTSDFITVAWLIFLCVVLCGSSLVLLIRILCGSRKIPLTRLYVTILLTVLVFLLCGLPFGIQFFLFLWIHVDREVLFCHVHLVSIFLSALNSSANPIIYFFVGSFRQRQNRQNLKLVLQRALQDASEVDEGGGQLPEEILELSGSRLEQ
#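 Material – MrgX1-expressing HEK293 cells · Input – 15,000 cells seeded per well · Dosing – compound as first of three additions · Times – overnight seeding, then 1 h dark dye loading · Measured by – kinetic Fluo-4 NW fluorescence of intracellular calcium · Read-out – B-scored fluorescence response ratio · Benchmarks – positive and negative control wells on each plate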
# TMEM16A inh: TMEM16A chloride channel inhibitors, primary screen, cell-based, HTS | Anoctamin-1 (Mus musculus), Q8BHY3 | HEK293 TMEM16A/YFP iodide influx fluorescence, ionomycin | normalized B-score (activity score, 25-100; higher = stronger inhibition) at 10 µM | 1.2% of 310,000 active;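 active = ratio plate-corrected score three or more library SD toward inhibition, starting fluorescence score within five deviations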;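 note: score derived from kinetic fluorescence span divided by baseline fluorescence per well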
# ANO1 activ: TMEM16A chloride channel activators or potentiators, primary screen, cell-based, HTS; B-score at 10 µM; AID 623877, 2012; Anoctamin-1 (Mus musculus), Q8BHY3; HEK293 TMEM16A/YFP-H148Q/I152L, iodide quench fluorescence; hits give low values; 0.3% of 340,000 active;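 active = fluorescence-ratio B-score plate-corrected deviation score at least 3 library SD below zero, with starting fluorescence score within 5 deviations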;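 note: channel opened by trigger with iodide after compound preincubation; score built on the fluorescence ratio of max minus min over baseline; more negative score means more quench and so TMEM16A activation or potentiation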
# MrgX1 PAM: positive allosteric modulators of MrgX1, primary screen, HEK293 cells, Fluo-4 calcium flux; 0.63% of 310,000 active; B-score at 10 µM; Mas-related G-protein coupled receptor member X1 (Homo sapiens), Q96LB2; FDSS; hits give high values;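 active = plate-corrected calcium response at least 3 library SD above typical, normal starting fluorescence, not activating the receptor alone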;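 note: compound read alongside a low EC10 to EC30 dose of BAM8-22 agonist; peak minus trough fluorescence over baseline measured at the second addition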
# KCNK3 inh: human KCNK3 channel inhibitors, primary screen, CHO cells, FluxOR thallium flux, B-score. Potassium channel subfamily K member 3 (Homo sapiens), O14649. FluxOR fluorescence; hits give low values. B-score at 10 µM. 0.84% of 340,000 active. AID 602410, 2012;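 active = B-score under library mean minus 4 SD, starting fluorescence ratio at most library mean plus 5 SD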;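 note: more negative B-score means stronger inhibition of thallium flux through KCNK3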
# Target sequence (O14649 whole entry, looked up): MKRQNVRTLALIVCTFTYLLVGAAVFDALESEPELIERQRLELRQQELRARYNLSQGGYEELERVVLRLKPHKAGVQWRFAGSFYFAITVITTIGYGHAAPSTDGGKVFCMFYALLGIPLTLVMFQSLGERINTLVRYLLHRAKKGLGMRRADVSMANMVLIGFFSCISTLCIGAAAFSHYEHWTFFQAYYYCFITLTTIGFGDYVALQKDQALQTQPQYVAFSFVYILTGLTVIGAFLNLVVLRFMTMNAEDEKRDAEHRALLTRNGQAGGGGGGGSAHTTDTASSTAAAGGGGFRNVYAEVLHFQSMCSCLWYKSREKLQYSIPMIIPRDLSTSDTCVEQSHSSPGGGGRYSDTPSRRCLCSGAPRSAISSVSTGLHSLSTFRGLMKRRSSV
# KCNQ1 act: potentiators or activators of KCNQ1 channel, primary screen, cell-based, thallium flux, high-throughput | 0.35% of 310,000 active | B-score at 10 µM | Potassium voltage-gated channel subfamily KQT member 1 (Homo sapiens), P51787 | CHO-K1 KCNQ1, thallium flux FluxOR fluorescence; hits give high values;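 active = fluorescence ratio B-score, a plate-corrected score, at least three library SD, with initial intensity B-score within 5 SD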
#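 Medium – assay buffer, equal DMSO in all wells · Material – CHO-K1 cell line with stable KCNQ1 potassium channel expression · Signal – kinetic FluxOR thallium fluorescence, 10-s 1-Hz baseline, 110-s post-stimulus read · Compound – single concentration per compound, DMSO matched to controls · Schedule – 37 °C overnight plating, 90-min dark dye load, 20-min compound pretreatment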
# hERG rescue: hERG rescue from dofetilide block, primary screen, cell-based, CHO-hERG, FluxOR thallium flux, dofetilide IC70 | activation (rescue from dofetilide block), less the hit threshold, % at 10 µM | AID 1511, 2009 | dofetilide IC70 present | 0.51% of 310,000 active | Voltage-gated inwardly rectifying potassium channel KCNH2 (Homo sapiens), Q12809;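 active = activation above the mean of controls blocked by dofetilide plus 5 SD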;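 note: thallium influx through hERG after potassium depolarization seen as dye fluorescence rise; in these data hits start at about 4.7%; inactives centre near -7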
# KCNQ1 block: inhibitors of human KCNQ1 channel, primary screen, cell-based, thallium flux, high-throughput. Potassium voltage-gated channel subfamily KQT member 1 (Homo sapiens), P51787. CHO-K1 KCNQ1, FluxOR thallium flux fluorescence; hits give high values. B-score at 10 µM. 1.3% of 310,000 active;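 active = compounds whose thallium flux B-score, printed positive for inhibition, exceeds three library SD while starting fluorescence stays within three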;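 note: channel opened by potassium depolarization with thallium stimulus after 20 min compound exposure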
# The depositor's hits bear a star; i = inactive; . = no result given.
SMILES,KCNK9 inh,RGS4 pot,RGS4 block,MrgX1 ag,TMEM16A inh,ANO1 activ,MrgX1 PAM,KCNK3 inh,KCNQ1 act,hERG rescue,KCNQ1 block
N=C1C(c2nc3ccccc3s2)=C(O)CN1Cc1ccccc1,i,i,i,i,i,.,i,i,i,-3,i
O=C(C1CCCO1)N1CCN(C(=S)Nc2ccccc2C(F)(F)F)CC1 (centres undefined),i,i,i,i,i,i,i,i,i,-4,i
COc1cc(C(=O)OC(C)CN2CCCC2)cc(OC)c1OC (centres undefined),i,i,i,i,i,i,i,i,i,-4,i
O=S(=O)(c1ccc(NCc2ccccc2)cc1)N1CCOCC1,i,i,i,i,i,i,i,i,i,-2,i
Cc1ccc(S(=O)(=O)/N=C(/Nc2ccc3[nH]c(=O)[nH]c3c2)c2ccc(F)cc2)cc1,i,i,i,i,i,i,i,i,i,-4,i
O=C(O)COc1ccc(-c2nccc(-c3ccccn3)n2)cc1,i,i,i,i,i,i,i,i,i,-12,i
Cc1ccc(S(=O)(=O)CCC(=O)NCCc2ccc(Cl)cc2)cc1,i,i,i,i,i,i,i,i,i,-11,i
O=c1cc(N2CCCCC2)c(-c2ccccc2)nn1Cc1c(Cl)cccc1Cl,-10*,-7.1*,i,i,25*,-26*,i,-8.8*,i,-10,9*
O=C(CSc1n[nH]c(=O)n1C1CC1)Nc1ccc(Cl)c(Cl)c1,i,i,i,i,i,i,i,i,i,-8,i
Cc1ccc2ccccc2c1Cn1c(-n2ccnc2)nc2c1c(=O)n(C)c(=O)n2C,i,i,i,i,i,i,i,i,i,-8,i
COC(=O)c1ccc(CSc2nc3ccc(Cl)cc3[nH]2)o1,i,i,i,i,i,i,i,i,i,-6,i
O=C(c1ccc(Cn2c(=S)[nH]c3cc4c(cc3c2=O)OCO4)cc1)N1CCN(c2ncccn2)CC1,i,i,i,i,i,.,i,.,i,-11,i
CC(NS(=O)(=O)c1ccc(OCC(=O)N2CCOCC2)cc1)c1ccccc1 (centres undefined),i,i,i,i,i,i,i,i,i,-5,i
Cc1ccc(S(=O)(=O)N2CCC(C(=O)OC3CCOC3=O)CC2)cc1C (centres undefined),i,i,i,i,i,i,i,i,i,-10,i
CC(C)(C)CN1CCNC(=O)C1CC(=O)NC1Cc2ccccc2C1 (centres undefined),i,i,i,i,i,i,i,i,i,-9,i
Cc1ccc2ncnc(-c3ccccc3)c2c1,i,i,i,i,i,i,i,i,i,-4,i
Cc1c(O)c(CN2CCCC2)cc2c3c(c(=O)oc12)CCC3,i,i,i,i,i,i,i,i,i,-8,i
CCC(=O)N1Cc2ccccc2-c2ccccc2C1=O,i,i,i,i,i,.,i,.,i,-5,i
COc1ccc2c(c1)c(/C=C/c1cc[n+](C)cc1)cn2C,-8*,i,i,i,i,i,i,i,i,-25,i
COc1ccccc1NC(=S)NCc1ccc(F)cc1,i,i,i,i,i,i,i,i,i,-9,i
CN(Cc1ccccc1)S(=O)(=O)c1ccc(OCC(=O)N2CCC(C(N)=O)CC2)cc1,i,i,i,i,i,i,i,i,i,-6,i
N#Cc1ccc(Oc2nc(Nc3ccc(F)cc3)nc(N3CCCC3)n2)cc1,i,i,i,i,i,i,i,i,i,-8,i
CC(=O)Nc1cccc(OCC(=O)NS(=O)(=O)c2ccc(C)cc2)c1,i,i,i,i,i,i,i,i,i,-8,i
C=CCn1c2ccccc2c2nnc(SCC(=O)Nc3cc(C)on3)nc21,i,i,i,i,i,i,i,i,i,-8,i
COc1ccc([N+](=O)[O-])cc1NC(=O)C(C)OC(=O)C1c2ccccc2Oc2ccccc21 (centres undefined),i,i,i,i,i,i,i,i,i,-6,i
COc1ccc(S(=O)(=O)N2CCOC23CCN(C(=O)c2ccc(Cl)cc2Cl)CC3)cc1,i,i,i,i,i,i,i,i,i,-11,i
Cc1cccc(N2CCN(C(=O)c3ccc4nc(-c5ccco5)c(-c5ccco5)nc4c3)CC2C)c1 (centres undefined),-8.8*,i,i,i,i,i,i,i,i,-20,i
CCN(CC)CCNC(=O)c1[nH]c2ccc(OCc3ccccc3)cc2c1C,i,i,i,i,i,i,i,i,i,-21,i
CCC(C(=O)NC(C)CCc1ccccc1)n1nc(C)n2c(cc3occc32)c1=O (centres undefined),i,i,i,i,i,i,i,i,i,-13,i
O/C(=C\c1nc2ccccc2nc1/C=C(\O)c1ccccc1)c1ccccc1,i,i,i,i,i,i,14*,i,i,-11,i

# As entered above:
# In hERG rescue, `Cc1ccc2ncnc(-c3ccccc3)c2c1` has -4
# In hERG rescue, `C=CCn1c2ccccc2c2nnc(SCC(=O)Nc3cc(C)on3)nc21` has -8

# The list goes on:
SMILES,KCNK9 inh,RGS4 pot,RGS4 block,MrgX1 ag,TMEM16A inh,ANO1 activ,MrgX1 PAM,KCNK3 inh,KCNQ1 act,hERG rescue,KCNQ1 block
Cc1cc(=O)n2nc(N3CCC(C(=O)NCc4ccco4)CC3)sc2n1,i,i,i,i,i,i,i,i,i,-8,i
Cc1csc(N(C)C(=O)CSc2nnc(COc3cccc4ccccc34)o2)n1,i,i,i,i,i,i,i,i,i,-4,i
CCOC(=O)N/N=C\c1ccc([N+](=O)[O-])s1,i,i,i,i,i,i,i,i,i,-6,i
CC/C(=N\Nc1ccc([N+](=O)[O-])cc1)c1ccccc1,i,i,i,i,i,i,i,i,i,-7,i
CC(=O)n1c(-c2ccccc2)c(CO)c2ccccc21,i,i,i,i,i,i,22*,i,i,-9,i
COc1cc(C(C)=O)ccc1OCC(O)Cn1nc(C)c(Br)c1C (centres undefined),i,i,i,i,i,i,i,i,i,-7,i
COc1cccc(CNC(=O)CCCN2C(=O)C(c3ccccc3)Oc3cccnc32)c1OC (centres undefined),i,i,i,i,i,i,i,i,i,-5,i
O=C(CN1C(=O)NC2(CCCc3ccccc32)C1=O)Nc1cccc(S(=O)(=O)N2CCCCC2)c1 (centres undefined),i,i,i,i,i,i,i,i,i,-12,i
Cc1cc(C)n(-c2nnc(C)n2/N=C/c2ccccc2OCc2ccccc2Cl)n1,-7.1*,i,i,i,i,i,i,i,i,-20,i
Cc1ccc(OCC(=O)Nc2ccon2)c([N+](=O)[O-])c1,i,i,i,i,i,i,i,i,i,-9,i
O=C(OCC(=O)N1CCN(C(=O)c2ccco2)CC1)c1ccccc1OCc1ccccc1,i,i,i,i,i,i,i,i,i,-11,i
O=C(Nc1ccncc1)C1CCCN(S(=O)(=O)c2cccc3cccnc23)C1 (centres undefined),i,i,i,i,i,i,i,i,i,-13,i
CN(NC(=O)Nc1ccc(Cl)cc1)c1c(Cl)c(Cl)nn1C,i,i,i,i,i,i,i,i,i,-5,i
O=C(O)CN1C(=O)C2C3C=CC(C2C1=O)C1C(=O)N(CC(=O)O)C(=O)C31 (centres undefined),i,i,i,i,i,i,i,i,i,1,i
Cc1cc(C)c(C(N)=O)c(Cl)n1,i,i,i,i,i,i,i,i,i,-3,i
C=CCSc1nc2c(c(=N)n1CC=C)C1CCCC1S2 (centres undefined),-18*,i,i,i,i,i,i,i,i,-8,i
O=C(N/N=C/c1c[nH]c2ccccc12)c1ccc2c(c1)OCCO2,i,i,i,i,i,i,i,i,i,-7,i
CCCCN1Cc2c(nc3cc(-c4ccccc4)[nH]n3c2=O)C1=O,i,i,i,i,i,i,i,i,i,-6,i
Cc1ccc(NC(=O)COc2ccccc2)cc1S(=O)(=O)N1CCCCCC1,i,i,i,i,25*,i,i,i,i,-14,i
COc1ccc(-c2nn(-c3ccccc3F)cc2CNCCn2nc(C)cc2C)cc1,i,i,i,i,i,i,i,i,i,-16,i
COC(=O)[C@H](CCSC)NC(=O)Nc1ccc(OC)c(Cl)c1,i,i,i,i,i,i,i,i,i,-1,i
O=C1COCCOCCOCC(=O)NCCN1,i,i,i,i,i,i,i,i,i,-4,i
COc1ccc(-c2cc3ccccc3oc2=O)cc1NC(=O)c1ccc([N+](=O)[O-])o1,i,i,i,i,i,i,i,i,i,-11,i
COc1ccccc1N1CCN(S(=O)(=O)CCNC(=O)c2cc(=O)c3ccccc3o2)CC1,i,i,i,i,i,i,i,i,i,-7,i
S=C(NCCc1cnc[nH]1)NC1CCCC1,i,i,i,i,i,i,i,i,i,-3,i
COc1ccc(-c2c(C)c3ccc(OCC(C)=O)cc3oc2=O)cc1,i,i,i,i,i,.,i,.,i,5.7*,i
Cc1cccc(OCC(=O)O/N=C(\N)c2ccncc2)c1,i,i,i,i,i,i,i,i,i,-7,i
Cc1cc(NC(=O)CCC(=O)N(c2cccnc2)C(C(=O)NC2CCCC2)c2ccccc2F)no1 (centres undefined),i,i,i,i,i,.,i,.,i,-6,i
Cc1cccc(NC(=O)c2cc(C)nc3ccccc23)c1,i,i,i,i,i,i,i,i,i,-2,i
Cn1c(=O)c2c(nc(NC3CCCCC3)n2Cc2ccccc2)n(C)c1=O,i,i,i,i,i,i,i,i,i,-11,i
Cc1ccc(S(=O)(=O)CCC(=O)Oc2ccc(-c3nnco3)cc2)cc1,i,i,i,i,i,i,i,i,i,-15,i
CCOC(=O)c1c(S(=O)(=O)NCCCc2ccco2)c(C)n(C)c1C,i,i,i,i,i,i,i,i,i,-5,i

# Screens (PubChem)
